# CAL-PDZ inh HTS: inhibitors of human CAL PDZ peptide binding; Q9HD26; purified CAL PDZ, TMR-peptide fluorescence polarization, 1 h; inhibition, % at 24.9 µM; hit rate 0.92% among 300,000; AID 602252;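 active = mean inhibition of at least 30% with at least half of replicates also reaching 30%; inconclusive = no clear call, values can overlap the other calls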;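 note: 0% = DMSO neutral control and 100% = excess unlabeled competitor peptide PRC23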
# V-ATPase pHluor: alters yeast V-ATPase proton transport; AID 504577; response, % at 10 µM; hit rate 0.37% among 350,000; S. cerevisiae, pHLuorin cytosolic pH fluorescence; in the data active = response mostly above about 7.3%, no sharp cut-off; inactive = mostly below about 5.4%; note: actives read high; inactives centre near 0; some compounds called inactive have numbers as strong as hits; reference of the scale not given here
# HTR5A inv ag: HTR5A inverse agonism, opioid heterodimer counter-screen; P47898; HTR5A cell line, luminescence; inhibition, % at 9.3 µM; hit rate 0.083% among 340,000; AID 504634; in the data active = inhibition mostly above about 23%, no sharp cut-off; inactive = mostly below about 18%;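 note: 0% = cells with DMSO and 100% = no-cell wells with DMSO; some compounds called inactive have numbers as strong as hits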
# Target sequence (P47898 whole entry, looked up): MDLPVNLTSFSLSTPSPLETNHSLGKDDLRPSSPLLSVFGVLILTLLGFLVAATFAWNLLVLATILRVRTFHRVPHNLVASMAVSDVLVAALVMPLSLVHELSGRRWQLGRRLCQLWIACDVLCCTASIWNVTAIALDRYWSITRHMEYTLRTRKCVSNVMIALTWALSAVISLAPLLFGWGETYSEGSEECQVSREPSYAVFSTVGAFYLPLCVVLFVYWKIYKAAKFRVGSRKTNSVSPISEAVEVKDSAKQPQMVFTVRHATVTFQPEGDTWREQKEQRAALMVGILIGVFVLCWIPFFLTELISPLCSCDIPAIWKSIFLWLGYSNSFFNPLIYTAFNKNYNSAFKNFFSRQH
# LANA DNA inh: KSHV C-LANA DNA binding inhibition; inhibition, % at 9 µM; hit rate 0.078% among 340,000; AID 504423; MBP-C-LANA/FAM-LBS DNA binding, fluorescence polarization;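 active = highest replicate inhibition at or above 60% at 9 µM, even if other replicates fall short; inactive = all replicates below 60% inhibition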;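 note: 0% = neutral control wells and 100% = 4 µM acridine orange control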
# MOR-DOR ag: OPRM1-OPRD1 heterodimerization agonism; P35372+P41143; cells, luminescence; activation, % at 9.3 µM; hit rate 0.3% among 340,000; in the data active = activation above about 18%;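 note: 0% = vehicle-treated cells and 100% = reference agonist; values of inactives mirror those of a sister screen read the other way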
# HTR5A ag: activates human HTR5A in OPRM1-OPRD1 agonist counter-screen; HTR5A agonist assay, luminescence, cell-based; activation, % at 9.3 µM; hit rate 0.61% among 340,000; in the data active = activation mostly above about 9.5%, no sharp cut-off; inactive = mostly below about 7.6%;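 note: 0% = cells with vehicle only and 100% = reference agonist; strong numbers were not always called active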
# MOR-DOR inv ag: inverse agonists of human mu-delta opioid receptor heterodimerization. P35372+P41143. cell-based MOR-DOR heterodimer luminescence, inverse agonism. inhibition, % at 9.3 µM. hit rate 0.21% among 340,000. AID 504357; in the data active = inhibition above about 22%, passing the limit was not always enough;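 note: 0% = cells with DMSO and 100% = wells without cells with DMSO; values of inactives mirror those of a sister screen read the other way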
# RTF Ca sens inh: cardiac RTF calcium desensitization; P19429+P45379; IANBD-labeled cardiac RTF, Ca2+ fluorescence; inhibition, % at 7.15 µM; hit rate 0.12% among 340,000; AID 493244;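 active = inhibition above the mean inhibition of all tested compounds plus 3 SD, cut at about 17% in these data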;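 note: assay run at fixed EC70 calcium of 1.6 mM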
# cardiac RTF act: increases calcium sensitivity of human cardiac regulated thin filaments | IANBD-labeled TnC RTF fluorescence at EC20 calcium; 0% EC20 calcium, 100% full calcium | hit rate 0.24% among 340,000 | activation, % at 7.2 µM | AID 493008;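 active = activation above the mean over all tested compounds plus 3 SD, cut at about 30% in these data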;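 note: rise in fluorescence read as greater calcium sensitivity of cardiac thin filaments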
# Keap1 Nrf2 FP: Keap1-Nrf2 (human) interaction inhibition. Keap1 Kelch-Nrf2 peptide fluorescence polarization, 1536-well. hit rate 0.15% among 340,000. inhibition, % at 9.4 µM. Q14145; in the data active = inhibition above about 12%; inconclusive = no clear call, values can overlap the other calls; inactive = below about 7.3%;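 note: human Keap1 Kelch domain with fluorescein labeled Nrf2 9mer peptide probe; 0% = neutral control wells and 100% = peptide positive control; higher means more block of Keap1 binding to Nrf2 peptide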
# Target sequence (Q14145 whole entry, looked up, the tested form may be a part): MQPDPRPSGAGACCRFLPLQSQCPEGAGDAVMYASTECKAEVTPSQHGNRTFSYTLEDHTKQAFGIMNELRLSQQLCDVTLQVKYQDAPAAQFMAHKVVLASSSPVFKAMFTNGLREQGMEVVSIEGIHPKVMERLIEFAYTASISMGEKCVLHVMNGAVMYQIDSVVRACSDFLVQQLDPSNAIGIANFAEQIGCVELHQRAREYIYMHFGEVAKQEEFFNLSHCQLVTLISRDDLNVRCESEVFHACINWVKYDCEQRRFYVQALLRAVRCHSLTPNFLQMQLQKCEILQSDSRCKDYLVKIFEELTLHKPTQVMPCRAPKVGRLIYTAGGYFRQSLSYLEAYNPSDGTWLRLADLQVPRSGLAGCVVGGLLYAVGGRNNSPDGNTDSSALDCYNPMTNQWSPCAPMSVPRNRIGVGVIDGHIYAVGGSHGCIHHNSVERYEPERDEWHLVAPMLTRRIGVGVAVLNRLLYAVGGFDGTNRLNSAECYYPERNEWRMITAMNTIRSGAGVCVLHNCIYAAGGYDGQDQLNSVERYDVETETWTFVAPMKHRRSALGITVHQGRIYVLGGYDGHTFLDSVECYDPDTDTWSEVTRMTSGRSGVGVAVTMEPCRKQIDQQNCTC
# * = called active by the depositor; ? = inconclusive; . = no result given. Outcome played no part in choosing rows; any-hit rate near 2.8%.
SMILES,CAL-PDZ inh HTS,V-ATPase pHluor,HTR5A inv ag,LANA DNA inh,MOR-DOR ag,HTR5A ag,MOR-DOR inv ag,RTF Ca sens inh,cardiac RTF act,Keap1 Nrf2 FP
COc1ccc(CNC(=O)c2ccc3c(c2)NC(=O)C(C)S3)cc1 (stereo not drawn),-2,1,5,-2.6,-1.5,-2,8,-5,5,0
O=c1oc2ccccc2c(O)c1/C=N/c1ccccn1,-5,-5,-4,0.1,-1.9,2,9,-26,3,0
C/C(=N/Oc1nc(C)cc(C)n1)c1ccc(F)cc1,1,-2,-44,-1.0,-1.4,1,8,15,-4,4
Cc1ccc(N2CCOCC2)c2c1C(=O)c1ccccc1C2=O,7,2,10,1.3,-3.1,-3,16,-1,0,0
O=C(O)c1ccc(NC(=S)Nc2ccccc2)cc1,0,2,-10,-0.2,-1.7,4,9,-8,-1,-5
CCCCN1CC[C@H]2C=CC[C@@H](C(=O)N3CCN(c4ccccc4)CC3)[C@H]2C1=O,2,-3,2,-2.7,-3.9,-3,21,-14,0,-6
O=C(C[C@H]1C(=O)N(c2ccc(F)c(F)c2)C[C@@H]1Cc1ccccc1)Nc1ccccc1,-4,2,0,0.0,2.3,0,-13,-8,-3,-1
O=C(CSC(=S)N1CCCC1)N/N=C/c1c(O)[nH]c(=S)[nH]c1=O,3,2,7,2.0,0.6,-3,-2,-4,4,-9
c1ccc(CN2CCC(N3CCN(Cc4ccc5c(c4)OCO5)CC3)CC2)cc1,6,2,3,-2.3,-0.3,-1,2,-5,-3,3
Cc1ccc(N2CC(C(=O)Nc3nnc(SCCC4OCCO4)s3)CC2=O)cc1C (stereo not drawn),9,-2,20,-0.8,-1.9,3,10,-2,-1,-2
C#CCOCCOCCOCCNc1nc(N2CCN(C(=O)CCCCCCCCCCNC(=O)Cn3cc(C[C@@H](C)O)nn3)CC2)nc(N2CCN(C(=O)CCCCCCCCCCNC(=O)[C@@H]([C@H](C)O)n3cc(C)nn3)CC2)n1,-9,3,-23,2.0,-0.8,8,5,0,11,-4
Cc1ccccc1-n1nc2c(c1NC(=O)COc1ccc(Cl)cc1)CS(=O)C2 (stereo not drawn),.,-2,9,0.7,-0.3,-3,2,-10,3,-3
N#C/C(=C/c1ccc(OC(=O)c2ccc(Br)s2)cc1)c1nc2ccccc2[nH]1,0,-1,1,-1.3,0.1,0,-1,-12,14,-3
CC(=O)c1cccc(CN2CCC(n3nccc3NC(=O)CCc3ccccc3)CC2)c1,-3,5,-33,-0.6,-0.5,1,3,-4,-1,1
Cc1nn(Cc2ccccc2)c(C)c1CNC(=O)c1ccc(F)c(S(=O)(=O)N2CCOCC2)c1,-1,-2,-6,0.4,-0.7,2,3,-13,3,-5
COc1ccc(CC(NC(C)=O)C(=O)NC2CCN(C(=O)C3CCCCC3)CC2)cc1OC (stereo not drawn),-9,5,-26,0.4,-2.9,3,15,1,-4,0
C[C@@H]1C(=O)O[C@@H]2CC34[C@H]5C[C@@H](C(C)(C)C)C36[C@H](OC(=O)[C@@H]6O)OC4(C(=O)O5)[C@@]12O (stereo partly drawn),0,-2,6,-1.7,0.0,-6,0,-7,-1,4
CN1CCc2c(sc(NC(=O)c3ccc4ccccc4c3)c2C(N)=O)C1,1,7,-30,9.2,0.5,8,-3,-14,2,?
O=C1CC(Nc2ccc(N3CCOCC3)cc2)C(=O)N1c1ccccc1F (stereo not drawn),.,-2,1,-1.2,-1.2,0,7,-11,-4,1
CSc1ncccc1C(=O)OCC(=O)N1CC(=O)Nc2ccccc21,-4,.,2,0.8,-1.6,-1,7,2,2,-3
CCCSC1=N/C(=C\c2ccc([N+](=O)[O-])o2)C(=O)S1,-3,2,2,40,1.8,-1,-9,1,0,-4
COc1cccc(-c2noc(C(C)n3nc(C)c([N+](=O)[O-])c3C)n2)c1 (stereo not drawn),-8,-7,-5,2.5,2.7,0,-16,4,-4,-2
CCCCCn1cnnc1SCC(=O)c1c(N)n(C2CC2)c(=O)[nH]c1=O,-1,-1,-3,-0.6,-0.9,1,6,-2,1,-5
CCC(Sc1ncnc2c1nnn2-c1ccc(F)cc1)C(=O)OC (stereo not drawn),1,-1,11,0.8,-0.3,-3,2,6,-2,0
CCc1cccc(CC)c1NC(=O)CSc1nnc(C(C)C)n1CC,-3,-7,-5,-0.7,-1.6,3,10,-2,2,-5

# One compound at a time, as listed above. Order of screens: CAL-PDZ inh HTS, V-ATPase pHluor, HTR5A inv ag, LANA DNA inh, MOR-DOR ag, HTR5A ag, MOR-DOR inv ag, RTF Ca sens inh, cardiac RTF act, Keap1 Nrf2 FP
# `C#CCOCCOCCOCCNc1nc(N2CCN(C(=O)CCCCCCCCCCNC(=O)Cn3cc(C[C@@H](C)O)nn3)CC2)nc(N2CCN(C(=O)CCCCCCCCCCNC(=O)[C@@H]([C@H](C)O)n3cc(C)nn3)CC2)n1` reads -9, 3, -23, 2.0, -0.8, 8, 5, 0, 11, -4
# `N#C/C(=C/c1ccc(OC(=O)c2ccc(Br)s2)cc1)c1nc2ccccc2[nH]1` reads 0, -1, 1, -1.3, 0.1, 0, -1, -12, 14, -3

# Going on with the list:
SMILES,CAL-PDZ inh HTS,V-ATPase pHluor,HTR5A inv ag,LANA DNA inh,MOR-DOR ag,HTR5A ag,MOR-DOR inv ag,RTF Ca sens inh,cardiac RTF act,Keap1 Nrf2 FP
O=C(N/N=C/C=C/c1ccccc1[N+](=O)[O-])c1ccncc1,.,3,12,0.9,-0.9,1,5,-4,-2,-5
Cn1c(=O)c2c(nc(NCc3ccc4c(c3)OCO4)n2C)n(C)c1=O,-1,3,1,-1.4,1.5,5,-8,-20,2,-5
CCOc1ccc(NC(=O)C2CCN(S(=O)(=O)c3ccc4c(c3)C(C)(C)C(=O)N4C)CC2)cc1,.,4,-17,0.9,-2.5,6,15,-7,3,3
O=C(O)c1ccc(S(=O)(=O)c2ccc3c(c2)C(=O)N(c2ccc(O)cc2)C3=O)cc1,-1,-2,-12,0.5,-2.8,1,14,3,-1,1
COc1ccccc1N(CC(=O)NCCSCc1cccc(C)c1)S(=O)(=O)c1ccccc1,-4,3,1,0.3,0.6,0,-4,-5,-2,-4
COc1ccc(C2NC(=O)NC(O)(C(F)(F)F)C2C(=O)c2ccccc2)cc1OC (stereo not drawn),0,-1,18,0.1,0.1,2,-1,-28,0,-4
COc1ccccc1C(=O)NC(=O)COC(=O)CCOc1cc(C)ccc1C,-3,2,-8,-1.3,2.2,-2,-12,-2,2,-4
COc1ccc(S(=O)Cc2ccc(C(=O)N3CCN(C(=O)c4ccco4)CC3)o2)cc1 (stereo not drawn),.,2,13,-0.2,-3.3,-2,17,0,-1,-5
O=C(CCN1C(=O)/C(=C/c2cccs2)SC1=S)Nc1ccccn1,.,2,-6,1.2,-2.2,-3,11,-20,15,-11
CCc1ccc(C(=O)C(C)OC(=O)CNS(=O)(=O)c2ccc(C)cc2)cc1 (stereo not drawn),-2,2,-30,0.8,1.3,-1,-8,2,-8,0
Cc1cc(Cl)ccc1C(=O)C1CCCN(C(=O)c2cccc(N3CCCC3=O)c2)C1 (stereo not drawn),-1,3,-4,1.6,-0.9,0,5,4,2,0
COC(=O)c1ccc(CSc2nnnn2-c2ccc(C)cc2C)o1,-4,2,-4,0.9,-0.2,1,1,0,1,-4
CCOc1ccccc1CNS(=O)(=O)c1csc(C(N)=O)c1,-3,0,5,-1.0,-0.3,7,1,-8,-1,-1
CCc1ccc(O)c(CNCCNCc2cc(CC)ccc2O)c1,-6,-2,-2,-0.8,9.3,1,-54,6,-5,-5
C/C(CC(=O)NCCN1CCOCC1)=N\NC(=O)c1ccncc1,-2,2,20,0.0,-3.1,2,17,-2,0,-1
O=C(CCSCc1ccccc1F)NCc1cccs1,2,1,-8,-0.1,-2.5,3,12,-6,10,-2
Cc1cccc(C(=O)Nc2ccccc2SCC2CSc3nc4ccccc4c(=O)n32)c1 (stereo not drawn),-2,2,-1,1.6,-0.5,1,2,0,1,2
CCCC(=O)Nc1ccc(C(=O)Nc2cc(C(F)(F)F)ccc2Cl)cc1,-2,-5,-1,-0.2,1.7,0,-10,-1,3,-3
CCC(C)NC(=O)NC(=O)N(C1CCCCC1)S(C)(=O)=O (stereo not drawn),-2,-4,6,-2.0,-2.8,7,17,4,-3,1
COc1ccc(/C=C2/CCCC(CN(C)C)C2=O)cc1 (stereo not drawn),-5,9,-13,-1.8,-2.2,3,10,2,2,-8
Cc1cccc(N(CC(=O)NC2CCCCC2)C(=O)c2ccc(C)s2)c1,-3,1,16,0.5,-1.9,0,11,4,11,4
CC(C)(C)C(=O)OCc1cn(-c2ccc(Cl)cc2)nn1,-1,3,-10,-1.1,-0.8,4,4,-4,0,-5
CN(C(=O)OC(C)(C)C)[C@H](Cc1ccccc1)C(=O)N[C@H]1CCCCNC1=O,-7,0,-11,-2.6,-3.9,3,19,-6,0,1
O=C(COC(=O)/C=C/c1cccc([N+](=O)[O-])c1)NCC1CCCO1 (stereo not drawn),-8,1,9,-2.2,-1.0,-4,5,0,-2,-2
CN(C)CCC1CCN(c2cc(C#N)c(C#N)cc2[N+](=O)[O-])CC1,-3,-2,6,-2.0,0.0,-2,0,-2,3,0
COc1cc(NC(=O)c2ccccc2Cl)ccc1NC(=O)c1cccs1,-2,0,-2,-2.8,-2.0,1,11,2,-5,-1
Cc1ccnc(NC(=O)c2sc3cc(Cl)ccc3c2Cl)c1,81*,0,6,-1.5,-2.1,-1,11,3,-8,-4
CCN(CC)C(=O)CN1C(=O)C(=O)c2ccccc21,0,-2,3,0.4,-7.6,-1,38*,1,0,-1
CCOC(=O)[C@H]1[C@H]2COc3cc(OC)ccc3[C@@H]2N2C(=O)N(c3ccc(Cl)cc3)C(=O)[C@@]12C,-5,-2,5,-1.3,2.1,8,-12,-5,5,-3

# Laid out differently: entries from further up
smiles	CAL-PDZ inh HTS	V-ATPase pHluor	HTR5A inv ag	LANA DNA inh	MOR-DOR ag	HTR5A ag	MOR-DOR inv ag	RTF Ca sens inh	cardiac RTF act	Keap1 Nrf2 FP
C/C(=N/Oc1nc(C)cc(C)n1)c1ccc(F)cc1	1	-2	-44	-1.0	-1.4	1	8	15	-4	4
Cc1ccc(N2CCOCC2)c2c1C(=O)c1ccccc1C2=O	7	2	10	1.3	-3.1	-3	16	-1	0	0
O=C(O)c1ccc(NC(=S)Nc2ccccc2)cc1	0	2	-10	-0.2	-1.7	4	9	-8	-1	-5
CCCCN1CC[C@H]2C=CC[C@@H](C(=O)N3CCN(c4ccccc4)CC3)[C@H]2C1=O	2	-3	2	-2.7	-3.9	-3	21	-14	0	-6
O=C(C[C@H]1C(=O)N(c2ccc(F)c(F)c2)C[C@@H]1Cc1ccccc1)Nc1ccccc1	-4	2	0	0.0	2.3	0	-13	-8	-3	-1

# Compounds listed so far that contain a CF3 group, in the order listed:
SMILES,CAL-PDZ inh HTS,V-ATPase pHluor,HTR5A inv ag,LANA DNA inh,MOR-DOR ag,HTR5A ag,MOR-DOR inv ag,RTF Ca sens inh,cardiac RTF act,Keap1 Nrf2 FP
COc1ccc(C2NC(=O)NC(O)(C(F)(F)F)C2C(=O)c2ccccc2)cc1OC (stereo not drawn),0,-1,18,0.1,0.1,2,-1,-28,0,-4
CCCC(=O)Nc1ccc(C(=O)Nc2cc(C(F)(F)F)ccc2Cl)cc1,-2,-5,-1,-0.2,1.7,0,-10,-1,3,-3

# Screening results from PubChem BioAssay.
